Bioassay records deposited in PubChem BioAssay by The Scripps Research Institute Molecular Screening Center.
TAAR1 ag = agonists of human TAAR1 | Q96RJ0 | CHO RD-HGA16 TAAR1, Fluo-8 calcium fluorescence; vehicle wells 0%, saturating PEA agonist 100% | activation, % at 3 µM | 360,000 compounds, 0.99% hits;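 active = activation above the mean activation of all test compounds in the run plus 3 SD, cut at about 38% in these data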
Target sequence (Q96RJ0 whole entry, looked up): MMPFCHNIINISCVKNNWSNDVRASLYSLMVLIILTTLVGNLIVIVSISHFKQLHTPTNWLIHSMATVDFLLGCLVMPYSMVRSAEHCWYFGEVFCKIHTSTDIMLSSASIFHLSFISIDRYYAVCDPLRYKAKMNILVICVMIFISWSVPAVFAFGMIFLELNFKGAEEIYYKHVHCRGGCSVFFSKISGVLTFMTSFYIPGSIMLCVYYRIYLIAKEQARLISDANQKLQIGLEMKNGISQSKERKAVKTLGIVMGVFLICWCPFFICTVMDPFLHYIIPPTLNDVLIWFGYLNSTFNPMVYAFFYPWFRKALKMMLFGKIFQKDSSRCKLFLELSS
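System: CHO-derived RD-HGA16 cells with stable Gα16 and human TAAR1 / Times: 17-24 h plating, Fluo-8 75 min 37 °C, 30 min RT / Technique: calcium-sensitive Fluo-8 signal, excitation 470-495, emission 515-575 nm / Measure: % activation relative to PEA EC100 response / Benchmarks: DMSO and PEA EC100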
CHO parental Ca = counter-screen: ATP calcium response change in parental CHO cells; parental CHO-K1, ATP-induced calcium, Fluo-8 fluorescence; inhibition, % at 5.6 µM; 330,000 compounds, 0.63% hits;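 active = inhibition above that plate's mean sample inhibition plus 3 SD, cut at about 26% in these data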;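 note: 0% = ATP-challenged DMSO wells and 100% = DMSO wells without ATP; some compounds past the cut are filed as inactive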
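Test system: parental CHO cells; detection: calcium-sensitive Fluo-8 fluorescence; evaluation: percent inhibition of calcium signal; also added: ATP as calcium-mobilizing challenge; repeats: one well per compound; control set: ATP-challenged DMSO wells low, unchallenged DMSO wells high; compound: single nominal dose of 5.6 µM per compound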
OXTR potentiate = potentiates the human oxytocin receptor response; activation, % at 3 µM; CHO-OTR cells, Fluo-8 calcium fluorescence, potentiator mode; 0% = oxytocin EC15, 100% = EC100; P30559; 320,000 compounds, 0.061% hits;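 active = activation above that plate's cutoff, the mean activation of tested compounds plus 3 SD, cut at about 6.6% in these data, passing the limit was not always enough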;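 note: 100% uses oxytocin at 75 nM as the full agonist control; some results filed as inactive read as strong as hits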
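System: human OTR in CHO cells / Also added: sub-maximal oxytocin, roughly EC15 / Control set: EC15 oxytocin low, 75 nM oxytocin high / Schedule: 6 min compound pre-incubation at room temperature, 100 s kinetic read / Compound: single-point 3.0 µM / Replication: singlicate / Technique: Fluo-8 calcium dye fluorescence / Read-out basis: % activation of max/min ratio relative to oxytocin controls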
M1 ag = activates human CHRM1 receptor; activation, % at 3 µM; P11229; CHO-K1 hM1, Fluo-8 calcium fluorescence, agonist mode; 0% DMSO, 100% acetylcholine EC100; AID 588814; 360,000 compounds, 0.33% hits;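 active = activation above the run's mean compound activation plus 3 SD, cut at about 16% in these data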;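 note: peak over basal fluorescence ratio within a 140 s kinetic read after compound addition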
Target sequence (P11229 whole entry, looked up): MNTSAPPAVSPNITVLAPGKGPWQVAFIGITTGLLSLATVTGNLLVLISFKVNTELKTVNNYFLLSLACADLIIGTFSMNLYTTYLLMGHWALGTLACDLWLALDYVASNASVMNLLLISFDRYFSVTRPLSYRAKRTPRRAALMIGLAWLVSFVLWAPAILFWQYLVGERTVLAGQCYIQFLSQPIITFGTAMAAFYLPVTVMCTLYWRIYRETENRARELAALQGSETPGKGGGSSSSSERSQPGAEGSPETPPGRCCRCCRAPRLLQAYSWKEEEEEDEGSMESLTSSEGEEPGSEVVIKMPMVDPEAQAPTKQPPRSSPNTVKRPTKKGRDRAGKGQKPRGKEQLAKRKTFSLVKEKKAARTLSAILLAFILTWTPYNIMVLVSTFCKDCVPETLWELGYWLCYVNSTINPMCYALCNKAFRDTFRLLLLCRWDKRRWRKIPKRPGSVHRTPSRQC
OXTR agonist = agonists of human oxytocin receptor; P30559; CHO-OTR cells, Fluo-8 calcium fluorescence; normalized: DMSO 0%, oxytocin 100%; activation, % at 3 µM; 320,000 compounds, 0.32% hits; AID 2435;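 active = activation above the mean of all tested compounds plus 3 SD, cutoff set per screening run, cut at about 20% in these data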;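 note: peak over basal fluorescence ratio from a 100 s FLIPR kinetic read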
M1 antag = human CHRM1 antagonism | inhibition, % at 3 µM | CHO-K1 hM1, Fluo-8 calcium fluorescence, ACh EC80 antagonist | 360,000 compounds, 1.3% hits | P11229;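 active = percent inhibition above its own plate's cutoff, namely the mean of that plate's compound wells plus 3 SD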;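 note: peak over basal fluorescence ratio during 140 s after agonist addition; 0% = ACh EC80 plus DMSO and 100% = DMSO alone without agonist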
M1 PAM = potentiates human M1 receptor response to acetylcholine | P11229 | activation, % at 3 µM | 360,000 compounds, 0.088% hits | AID 588819 | CHO-K1 hM1, Fluo-8 calcium fluorescence, ACh EC20; 0% = ACh EC20, 100% = maximal ACh; in the data active = activation above about 19%, passing the limit was not always enough
TAAR1 antag = human TAAR1 antagonism | Q96RJ0 | CHO RD-HGA16 TAAR1, Fluo-8 calcium fluorescence, antagonist | inhibition, % at 3 µM | 360,000 compounds, 1.5% hits;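 active = inhibition above a per-plate cutoff, the mean inhibition of test compounds on that plate plus 3 SD, cut at about 49% in these data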;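 note: 0% = DMSO plus EC80 beta-PEA response and 100% = DMSO alone without agonist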
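test system = CHO RD-HGA16 cells bearing hTAAR1 | replication = singlicate | controls = DMSO-only wells and EC80 β-PEA-stimulated wells | reagent = EC80 β-phenethylamine stimulus | read-out basis = percent inhibition of PEA-evoked calcium signal, max/basal emission ratio | schedule = seeding 17-24 h prior, 75-min 37 °C, 30-min RT dye loading | signal = kinetic Fluo-8 calcium fluorescence measurement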
V1R ag counter = activates human V1a receptor in oxytocin agonist counter-screen | P37288 | CHO-V1R cells, Fluo-8 calcium fluorescence, agonist mode; 0% DMSO, 100% 3 nM vasopressin | activation, % at 3 µM | 320,000 compounds, 0.25% hits;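 active = activation above the mean activation of all tested compounds plus 3 SD, per screening run, cut at about 20% in these data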;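 note: signal is peak over basal fluorescence ratio across a 100 second FLIPR read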
* = called active by the depositor; · = no result given; & = joins results of further samples.

SMILES | TAAR1 ag | CHO parental Ca | OXTR potentiate | M1 ag | OXTR agonist | M1 antag | M1 PAM | TAAR1 antag | V1R ag counter
CCC(C)Sc1ccc(-c2nc3ccc(C)cn3c2NCc2ccccc2)cc1 (stereo not given) | 6&-1 | 63 | -9 | -4 | -2.4 | 26 | -12 | 72* | -0.3
COc1ccc(C)cc1NC(=O)c1nc2nc(C)cc(C)n2n1 | 8 | · | · | -2 | · | -19 | -2 | -18 | ·
O=C(O)c1cn(-c2ccc(N3CCCC3)c(F)c2)c2c(F)c(F)c(F)cc2c1=O | -1 | -21 | -21 | -4 | -0.3 | 3 | -8 | 12 | -0.2
O=C(Nc1ccc2nsnc2c1)N1CCCCCC1 | 0 | -8 | -9 | -3 | 0.3 | -16 | 4 | 10 | 0.2
COC(=O)c1cccc(C(=O)Nc2cnc3ccccc3c2)n1 | 10 | -21 | -5 | -2 | -0.7 | 10 | -5 | 11 | 1.5
CCOC(=O)N1CCN(C(=O)C(C)c2ccc([N+](=O)[O-])cc2)CC1 (stereo not given) | 3 | 0 | -1 | -5 | 1.2 | -24 | 18 | -11 | 1.8
CN(C)S(=O)(=O)c1cccc(NC(=O)CN(CCO)CC(=O)Nc2cccc(S(=O)(=O)N(C)C)c2)c1 | 1 | 9 | -4 | -7 | -1.2 | -13 | 3 | -7 | -1.0
Cc1ccc(C2CC(c3ccc(C)cc3)n3nc(N)nc3N2)cc1 (stereo not given) | 5 | -7 | -10 | -1 | 4.0 | -7 | 2 | 6 | 2.4
CS(=O)(=O)N(CC(=O)NC1CC1)C1CCCCC1 | 1 | -1 | -9 | -5 | 0.2 | -2 | 3 | -19 | 0.7
CC(C)c1ccc(N(CC(=O)O)S(=O)(=O)c2cccnc2)cc1 | 0 | 1 | -5 | -2 | -0.1 | 1 | -2 | 8 | 0.7
COc1cccc(/C=N/n2c(-c3cc(C)[nH]n3)n[nH]c2=S)c1O | 0 | -12 | -4 | 0 | 0.3 | -24 | 18 | 4 | 0.0
Cc1nc2cc3ccccc3cc2s1 | -1 | · | · | -5 | · | -7 | 6 | -11 | ·

Reprinted from the part before: 2 entries, then new ones.
SMILES | TAAR1 ag | CHO parental Ca | OXTR potentiate | M1 ag | OXTR agonist | M1 antag | M1 PAM | TAAR1 antag | V1R ag counter
COc1cccc(/C=N/n2c(-c3cc(C)[nH]n3)n[nH]c2=S)c1O | 0 | -12 | -4 | 0 | 0.3 | -24 | 18 | 4 | 0.0
Cc1nc2cc3ccccc3cc2s1 | -1 | · | · | -5 | · | -7 | 6 | -11 | ·
CCO[C@H]1OC(C(N)=O)=C[C@@H](C)[C@@H]1CCCO | 5 | -2 | 4 | -3 | 0.3 | 0 | 5 | -10 | 1.9
COc1ccc(CNCc2cc(Cl)ccc2O)cc1 | 34 | -10 | -5 | 1 | 8.9 | -17 | 15 | 13 | 5.3
COc1ccccc1N1CCN(C(=O)CN2C(=O)C3CCCCC3C2=O)CC1 (stereo not given) | 1 | -9 | -3 | -4 | 0.8 | -8 | 11 | 5 | 0.8
COc1cc(Nc2ncc3c(n2)CCN(C(=O)Nc2ccc(C(C)C)cc2)C3)cc(OC)c1OC | 3 | · | · | -6 | · | 14 | -11 | 28 | ·
CC12CCC(=O)N1C(C(=O)Oc1cccc(F)c1)CS2 (stereo not given) | 1 | · | · | -1 | · | -3 | 7 | -14 | ·
CCOc1ccc(C(C)=O)cc1COC(=O)CN1C(=O)NC2(CCCC2)C1=O | 1 | -3 | -7 | -2 | -0.8 | -8 | 6 | -1 | -1.1
CCOC(=O)N1CCN(S(=O)(=O)c2ccc(OC)c3ccccc23)CC1 | 22 | -8 | -14 | 4 | 6.1 | -10 | 4 | 26 | 5.5
O=c1[nH]c2cc3c(cc2cc1CN(Cc1ccco1)C(=S)NCC1CCCO1)OCCO3 (stereo not given) | 1 | -25 | -2 | -5 | -2.7 | -8 | 7 | 25 | -0.8
O=C(CCc1ccccc1)NNC(=O)c1ccccc1C(=O)O | 4 | 0 | -5 | -5 | -0.9 | -2 | 7 | 3 | -0.3
O=C(NNC(=O)c1cccnc1)c1ccncc1 | -2 | -9 | 0 | -1 | 1.1 | -7 | 10 | -24 | 0.6
CCOc1cccc(CN2CCCC(N3CCc4ccccc4C3)C2)c1O (stereo not given) | 5 | -18 | -7 | -11 | -1.1 | -17 | 3 | -12 | -0.1
O=[N+]([O-])c1ccc(O)c(/C=N/NC(=S)Nc2ccc(Cl)cc2Cl)c1 | 1 | 6 | -9 | -1 | 0.1 | -16 | 1 | -9 | 0.7
O=[N+]([O-])c1ccc(/C=N/Nc2nc(N3CCCCC3)nc(N3CCCCC3)n2)cc1 | 1 | -15 | -19 | -6 | -0.1 | 9 | -15 | 4 | -0.5
CCOC(=O)C(=NCC1CCCO1)NNc1cc(Cl)ccc1Cl (stereo not given) | 2 | -22 | -4 | -4 | -0.3 | -11 | 6 | -14 | -0.8
C[C@H](CO)N1C[C@H](C)[C@@H](CN(C)C(=O)CCCN(C)C)OCc2cn(nn2)CCCC1=O | 2 | · | · | -8 | · | -2 | 1 | -14 | ·
CCCN(Cc1ccccc1)C(=S)Nc1ccc(C(C)=O)cc1 | 1 | -14 | -9 | -3 | -0.5 | 12 | -8 | -30 | -0.1
Cn1nnc2cc(C(=O)Nc3cccnc3)ccc21 | 3 | -3 | -7 | -5 | 0.1 | -5 | 9 | -10 | 0.6
CC(C)(C)NCC(O)Cn1cc(C=O)c2ccccc21 (stereo not given) | 2 | -6 | -2 | 0 | 0.0 | -13 | 16 | -40 | -0.3
COc1cc(C2=Nc3c(c(C)nn3-c3ccccc3)P(=O)(N3CCOCC3)O2)cc(OC)c1OC (stereo not given) | 7 | -22 | -2 | -5 | 6.0 | 9 | -3 | 0 | 0.5
COc1ccccc1-c1cnc(C(O)c2cc(C)c(OC)c(C)c2)[nH]1 (stereo not given) | 3 | · | · | 3 | · | -9 | 1 | 0 | ·
Nc1nc(CN2CCOCC2)cs1 | 1 | -14 | -10 | -3 | 0.1 | -7 | 8 | 15 | 1.8
CCOc1ccc(C(=O)CCN2CCOCC2)cc1 | 0 | -8 | -10 | -3 | 0.3 | -13 | 12 | 1 | 0.7
CC(C)NS(=O)(=O)c1ccc(CCC(=O)Nc2ccc3c(c2)OCO3)cc1 | 10 | -8 | -14 | -3 | 0.4 | -16 | 1 | -15 | 1.2
Cc1cccc(NC(c2ccc(O)cc2)c2ccc3ccc(C)nc3c2O)n1 (stereo not given) | 4 | 0 | -7 | -3 | 1.0 | -5 | 5 | -2 | 0.0
COc1ccc2nc(NC(=O)CSc3nnnn3C3CCCCC3)sc2c1 | -5 | -19 | -6 | -4 | 0.1 | -1 | -5 | 9 | -0.3
O=C(O)c1cccnc1Oc1ccccc1 | 3 | 5 | -15 | -2 | 0.3 | -23 | 7 | -1 | 1.0
COC(=O)C1=C(NC(=O)c2ccc(Br)cc2)CCS1 | 2 | -11 | -2 | -7 | -0.5 | 2 | 4 | 1 | -0.1
O=C(Nc1ccc(S(=O)(=O)Nc2ncccn2)cc1)c1cc([N+](=O)[O-])ccc1Cl | 0 | -5 | -16 | -4 | -1.3 | -7 | 4 | -15 | -0.5
N#CCSc1nnc(CNc2cccc(Cl)c2)o1 | 7 | -2 | -3 | -4 | 0.8 | -9 | 14 | 6 | 0.8
O=C(CSc1nnc(COc2ccc(Cl)cc2)o1)N1CCOCC1 | 0 | -6 | -2 | -3 | 1.9 | -10 | 6 | -26 | 1.0
Cc1ccc(C(=O)C[n+]2cc(Br)cc(Br)c2)cc1[N+](=O)[O-] | 2 | 0 | -1 | -14 | -0.5 | -6 | 3 | -18 | -0.9
COc1ccc(N2CCN(C(=O)c3ccc(CS(=O)c4cccc(C)c4)o3)CC2)cc1 (stereo not given) | 3 | -26 | -9 | -2 | 2.9 | 0 | -4 | -4 | 4.3
Cc1cccc(N=C2NC(=O)/C(=C/c3cccnc3)S2)c1C | 3 | -22 | 1 | -4 | -2.4 | 2 | 3 | -26 | 0.2
CCCCN(C(=O)C(C)N1C(=O)c2ccccc2C1=O)c1c(N)n(CC(C)C)c(=O)[nH]c1=O (stereo not given) | 6 | -20 | -8 | -2 | 0.1 | -7 | 5 | -8 | -0.5
O=C(N/N=C/c1ccc2cccc(OCc3ccccc3)c2n1)c1ccc(Br)cc1 | 10 | -24 | -10 | -1 | -1.1 | 25 | -6 | 62* | 2.8
Cc1nn(-c2ccccc2)c2c1C1(C(=O)N(C)c3ccccc31)C(C#N)=C(N)O2 (stereo not given) | 5 | 5 | -14 | -3 | 2.6 | -6 | 4 | -7 | 2.7
CC(C)NCC(O)COc1ccc(Br)cc1 (stereo not given) | 2 | -12 | -4 | -8 | 1.4 | -4 | 7 | 14 | 1.2
CN1C(=O)c2c(sc3c2CC(C)(C)SC3)N2CCN=C12 | 9 | -3 | -8 | -5 | 1.9 | 8 | -10 | -5 | 1.9
COC(=O)c1ccc(C)c(NC(=O)CN(c2cc(OC)ccc2OC)S(C)(=O)=O)c1 | 3 | -9 | -2 | 5 | 0.5 | -2 | 15 | -8 | 0.0
CCOc1ccc(N2C(=O)CC(N3CCN(C4CCc5ccccc5C4)CC3)C2=O)cc1 (stereo not given) | -4 | -20 | -9 | -5 | -2.0 | -8 | 3 | -4 | 0.2
Cc1ccccc1/[N+]([O-])=C/c1ccncc1 | 13 | 3 | -5 | -4 | -0.7 | -2 | 10 | 6 | -0.1
COc1ccc(C2=NN(c3ccc(C(=O)O)cc3)C(c3ccc(OC)c(OC)c3)C2)cc1 (stereo not given) | 5 | 9 | -13 | -5 | 8.7 | -7 | 17 | 7 | 6.8
Cc1cc2c(NC3CCCCC3)ncnc2s1 | 0 | · | · | 1 | · | 4 | -4 | 5 | ·
O=C1c2ccccc2S(=O)(=O)c2cc(N3CCc4ccccc4C3)ccc21 | · | -10 | -7 | · | 1.3 | · | · | · | 1.5
CCOc1cccc(/C(O)=C2/C(=O)C(=O)N(CCN3CCOCC3)C2c2ccncc2)c1 (stereo not given) | · | -9 | -3 | · | 1.2 | · | · | · | 1.0
Cc1ccc(C2=NN(C(=O)CSc3nccn3C)C(c3ccco3)C2)cc1 (stereo not given) | 0 | -24 | -1 | -3 | -1.1 | -7 | 12 | -23 | -1.5
